Vif-APOBEC3G blk: Vif-A3G binding inhibition; HeLa A3G-eYFP + Vif (tagged APOBEC3G with the HIV-1 protein that degrades it), YFP fluorescence, overnight; Potency, µM (highest dose often 46.1 µM), for inactives: at the top dose activity, negative = active, most hits filed as inhibitors; 410,000 compounds, 0.076% hits;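 note: potency is the fitted concentration of half-maximal effect; % is set by controls: 0 for no effect and ±100 for the full control effect; nearly all actives have a fitted effect of over 60% in size; hits raise eYFP signal because A3G escapes Vif-driven loss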
Target sequence (Q9HC16 whole entry, looked up): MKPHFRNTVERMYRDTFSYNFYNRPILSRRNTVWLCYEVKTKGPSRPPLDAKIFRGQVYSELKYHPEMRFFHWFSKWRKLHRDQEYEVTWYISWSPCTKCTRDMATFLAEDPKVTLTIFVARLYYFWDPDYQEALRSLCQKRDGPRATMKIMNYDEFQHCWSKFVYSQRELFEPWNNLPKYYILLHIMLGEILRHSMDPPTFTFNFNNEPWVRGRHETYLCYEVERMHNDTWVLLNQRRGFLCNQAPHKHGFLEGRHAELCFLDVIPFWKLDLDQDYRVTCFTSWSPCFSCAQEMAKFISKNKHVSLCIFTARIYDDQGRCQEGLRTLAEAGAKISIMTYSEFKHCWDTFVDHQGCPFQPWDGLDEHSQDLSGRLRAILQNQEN
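Read-out is eYFP fluorescence (Ex 488/Em 500-530) from Vif-expressing HeLa A3G-eYFP cells; more signal means A3G escaped Vif-mediated degradation. Cells plated overnight, compound pinned in, incubated overnight at 37 deg C.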
ALOX12 inh: blocks human arachidonate 12S-lipoxygenase. P18054. purified 12hLO, xylenol orange hydroperoxide absorbance. Potency, µM (titrated, usually from 108 µM), for inactives: top-dose activity change, negative = inhibition, usual class: inhibitors. 580,000 compounds, 1.1% hits; note: potency is the fitted concentration of half-maximal effect; % is set by controls: 0 for no effect and ±100 for the full control effect
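Purified human 12hLO (150 nM final) in 25 mM Hepes, 0.01% Triton X-100, pH 7.0 was preincubated 15 min at room temperature with compound. Then 40 uM arachidonic acid was added, 30 min. Hydroperoxide was read by Fe-XO absorbance ratio 573/405 nm.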
ERG Ets-DNA blk: blocks human ERG Ets domain binding to DNA | fluorescence polarization, His-ERG Ets domain / labelled DNA | 370,000 compounds, 0.028% hits | Potency, µM (doses to about 76.9 µM), inactives show at the highest dose FP activity, negative = inhibition, hits mostly inhibitors; active = well fitted inhibition curve with a large enough effect in the polarisation, with a control signal flat; inconclusive = small, poorly fitted or top-dose-only effect, or effect the other way, or a change in a side signal; inactive = no such curve, though single readings can be large or run the other way; the % refers to the polarisation;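 note: polarization taken with two DNA probes labelled with fluorescein and Texas red; potency is the fitted concentration of half-maximal effect; % of control where 0% means no effect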
Target sequence (P11308 whole entry, looked up, the tested form may be a part): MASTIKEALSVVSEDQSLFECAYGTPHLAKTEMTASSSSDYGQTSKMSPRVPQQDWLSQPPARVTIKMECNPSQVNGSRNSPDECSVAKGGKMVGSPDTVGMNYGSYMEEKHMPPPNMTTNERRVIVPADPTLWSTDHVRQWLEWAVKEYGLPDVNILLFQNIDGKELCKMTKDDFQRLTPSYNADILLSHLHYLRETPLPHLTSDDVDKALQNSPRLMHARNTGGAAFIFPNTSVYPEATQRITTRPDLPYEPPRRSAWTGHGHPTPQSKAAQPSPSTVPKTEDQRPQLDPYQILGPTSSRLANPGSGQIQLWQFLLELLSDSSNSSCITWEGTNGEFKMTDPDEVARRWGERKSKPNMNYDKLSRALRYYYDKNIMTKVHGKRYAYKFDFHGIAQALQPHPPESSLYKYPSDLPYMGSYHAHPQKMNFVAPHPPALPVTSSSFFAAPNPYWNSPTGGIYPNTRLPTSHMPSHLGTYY
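His-tagged ERG Ets domain (1 uM in the protein solution; 300mM KCl, 50mM Tris-HCl, 1mM EDTA, 1mM DTT, pH 7.5) received compound, then a probe mix of 5 nM fluorescein-DNA and 100nM Texas-615-DNA. Fluorescence polarization was read for both dyes.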
RGS4 inh: inhibitors of human regulator of G protein signaling 4; Potency, µM (top dose mostly 114 µM), for inactives: at the highest dose activity change, negative = inhibition, hits mostly inhibitors; Transcreener GDP fluorescence polarization, RGS4-accelerated GTP hydrolysis; 390,000 compounds, 0.039% hits; P49798; note: potency is the fitted concentration of half-maximal effect; % is set by controls: 0 for no effect and ±100 for the full control effect; nearly all actives have a fitted effect of over 75% in size; some results filed as inactive show a strong effect at the top dose
Target sequence (P49798 whole entry, looked up): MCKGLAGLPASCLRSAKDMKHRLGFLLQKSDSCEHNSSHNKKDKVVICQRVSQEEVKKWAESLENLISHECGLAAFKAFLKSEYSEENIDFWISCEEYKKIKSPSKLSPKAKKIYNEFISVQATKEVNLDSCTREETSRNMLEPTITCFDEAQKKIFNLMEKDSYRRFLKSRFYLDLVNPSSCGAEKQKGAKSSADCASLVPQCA
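MLSMR compounds (23 nl, pin-transferred) preincubated 10 min at room temperature with a 500nM (2x) first reagent, then RGS4 at 900nM (2x) plus Transcreener GDP mix added; fluorescence polarization (620/688 nm) read before and after 90 min at 30 °C.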
LDHA inh: blocks human lactate dehydrogenase A | P00338 | purified LDHA, NADH/diaphorase-resazurin fluorescence; hits give low values | activity change, % (values are at about 110 or 230 µM) | 480,000 compounds, 0.15% hits | AID 1347041; in the data active = activity change below about -30%; inconclusive = mostly about -25% to -30%;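 note: plate controls were DMSO wells for no effect and wells without enzyme for full effect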
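Human LDH5 at 2 nM final in Tris HCl pH 7.4 with 0.06 mM NADH and 0.2 mM pyruvate, reacted 5 minutes at room temperature. Remaining NADH coupled via diaphorase/resazurin; resorufin fluorescence read at 0 and 20 minutes, normalized to enzyme-free and DMSO wells.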
D2 antagonist: antagonists of human D2 dopamine receptor; inhibition, % at 10 µM; 340,000 compounds, 2% hits; P14416; AID 485344; HEK293 TREx D2 cells, calcium flux, dopamine EC80; in the data active = inhibition above about 30%; note: 0% is about no effect
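Calcium flux kinetic readout in an inducible HEK293 TREx D2 line plated overnight at 30 C. After 180 s compound exposure, an EC80 dopamine challenge follows with another 180 s kinetic read to detect antagonism.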
D2 agonist: activates the human D2 dopamine receptor; P14416; HEK293 T-REx D2 cells, calcium flux agonist mode; activation, % at 2 µM; 340,000 compounds, 0.53% hits;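 active = activation over 3 SD above normal in the single-dose calcium agonist read, cut at about 30% in these data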; note: 0% is about no effect
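HEK293 Trex D2 cells, tetracycline-induced, o/n 30 C 5% CO2; no-wash Ca dye, RT 30–90 min; 10-cycle baseline, 23 nl cpd added, kinetic Ca read 180 s; agonist hits = positive Ca response.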
GRP78 ERSR act: ER stress response induction in glioma; 420,000 compounds, 0.02% hits; Potency, µM, for the others: top-dose activation, actives largely listed as activators; U87-MG GRP78 promoter luciferase reporter, 16 h; note: potency is the fitted concentration of half-maximal effect; series mostly up to about 76 µM; % of control where 0% means no effect; nearly all actives have a fitted effect of over 35% in size
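Stably transfected U87-MG human glioma cells carrying a GRP78-based luminescent sensor were seeded at 1000 cells/well, pin-dosed with compounds and incubated 16 h. Luciferase reagent was then added, and end-point luminescence was read after 10 min at room temperature.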
Vif-APOBEC3F blk: blocks the Vif interaction with APOBEC3F. HeLa A3F-eYFP + Vif (tagged APOBEC3F with the HIV-1 protein that degrades it), YFP fluorescence increase. Potency, µM (titrated, usually from 46.1 µM), for the others: top-dose activity, negative = active. 390,000 compounds, 0.2% hits; note: potency is the fitted concentration of half-maximal effect; % of control where 0% means no effect; nearly all actives have a fitted effect of over 65% in size
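HeLa cells stably expressing Vif plus C-terminally eYFP-tagged A3F were seeded, incubated overnight at 37 deg C, dosed with compound, incubated overnight again at 37 deg C. Yellow fluorescence (Ex 488/Em 500-530) reported blocked Vif-mediated A3F-eYFP degradation.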
* = called active by the depositor. Unless noted, calls come from the whole dose curve; as a rule, active = well fitted curve in the direction sought with a large enough effect; inconclusive = small, poorly fitted or top-dose-only effect, or another doubt; inactive = no such curve, though single readings can be large; an effect the other way counts as inactive or inconclusive. Not all compounds are listed; rates above refer to the full screens.

COCCn1c(SCC(=O)N2CCCC2=O)nc2sc(C)c(C)c2c1=O was read as Vif-APOBEC3G blk -1.3%, ALOX12 inh -13.1%, ERG Ets-DNA blk 2.2%, RGS4 inh -11.3%, LDHA inh -0.9, D2 antagonist 2.7, D2 agonist -0.4, GRP78 ERSR act -3.7% and Vif-APOBEC3F blk 2.7%.
O=C1NC(=S)NC1=Cc1ccc(O)cc1 was read as Vif-APOBEC3G blk -0.3%, ALOX12 inh inconclusive, ERG Ets-DNA blk 12.5%, RGS4 inh -7.5%, LDHA inh 0.4, GRP78 ERSR act -2.9% and Vif-APOBEC3F blk 0.7%.
`Cc1ccc2c(c1)cc1c(=O)n(CC(=O)NC(C)CCc3ccccc3)nc(C)n12` (stereo not given) gave Vif-APOBEC3G blk -4.3%, ALOX12 inh 0.0%, ERG Ets-DNA blk -0.4%, RGS4 inh 4.9%, LDHA inh -5.9, D2 agonist -0.2, GRP78 ERSR act -3.5% and Vif-APOBEC3F blk 1.5%.
For COC(=O)CSc1nnc(COc2cccc3ccccc23)o1 the results were Vif-APOBEC3G blk 1.0%, ALOX12 inh -12.6%, ERG Ets-DNA blk 9.7%, RGS4 inh -8.3%, LDHA inh 0.2, D2 antagonist -4.2, D2 agonist 0.7, GRP78 ERSR act -1.2% and Vif-APOBEC3F blk 1.4%.
For Cc1ccc(C(C)C)c(OCCNCCc2ccccc2)c1 the results were Vif-APOBEC3G blk 4.2%, ALOX12 inh 7.94µM*, ERG Ets-DNA blk 2.7%, RGS4 inh 12.7%, LDHA inh -2.9, D2 antagonist 41.4*, D2 agonist -2.6, GRP78 ERSR act -6.2% and Vif-APOBEC3F blk inconclusive.
Screening CCc1nnc(NS(=O)(=O)c2ccc(N/C=C(\C=O)c3nc4cc(Cl)ccc4o3)cc2)s1 returned Vif-APOBEC3G blk -7.2%, ALOX12 inh 8.91µM*, ERG Ets-DNA blk -0.9%, RGS4 inh -13.8%, LDHA inh -7.1, GRP78 ERSR act -0.9% and Vif-APOBEC3F blk 0.3%.
Screening COc1ccccc1Nc1nc(-c2sc(NC(=O)CC(C)C)nc2C)cs1 returned Vif-APOBEC3G blk inconclusive, ALOX12 inh -11.8%, ERG Ets-DNA blk 1.8%, RGS4 inh -43.6%, LDHA inh -1.5, D2 antagonist -10.1, D2 agonist -2.3, GRP78 ERSR act inconclusive and Vif-APOBEC3F blk -15.4%.
For CCN1CCN(CCCN(Cc2ccco2)C(=S)Nc2ccc(Cl)cc2)CC1 the results were Vif-APOBEC3G blk 0.9%, ALOX12 inh -13.6%, ERG Ets-DNA blk -8.0%, RGS4 inh -7.0%, LDHA inh -10.7, D2 antagonist 15.0, D2 agonist 2.6, GRP78 ERSR act 19.2% and Vif-APOBEC3F blk -4.3%.
For COc1ccc(C(C(=O)NC(C)(C)C)N(CC2CCCO2)C(=O)CCC(=O)Nc2cc(C)on2)cc1 (stereo not given) the results were Vif-APOBEC3G blk -3.8%, ALOX12 inh -3.4%, ERG Ets-DNA blk -1.7%, RGS4 inh -3.1%, LDHA inh -4.9, D2 antagonist -11.7, D2 agonist -0.5, GRP78 ERSR act -3.5% and Vif-APOBEC3F blk 3.9%.
Screening CCCCP(=O)(CCCC)c1ccccc1C(=O)O returned Vif-APOBEC3G blk 4.3%, ALOX12 inh -6.5%, ERG Ets-DNA blk -7.0%, RGS4 inh 38.4%, LDHA inh -6.8, D2 antagonist 1.3, D2 agonist 0.3, GRP78 ERSR act -4.8% and Vif-APOBEC3F blk 4.6%.
Screening CC1CCc2sc(C(=O)NCc3ccc(F)cc3)cc2C1 (stereo not given) returned Vif-APOBEC3G blk 0.2%, ALOX12 inh -26.5%, ERG Ets-DNA blk -5.5%, RGS4 inh -4.7%, LDHA inh 0.6, D2 antagonist -1.1, D2 agonist 0.8, GRP78 ERSR act -1.5% and Vif-APOBEC3F blk 0.8%.
Screening CC(C)Oc1ccc(CNC(=O)c2cccc(NC(=O)c3nsc4ccccc34)c2)cc1 returned Vif-APOBEC3G blk -4.4%, ALOX12 inh -11.5%, ERG Ets-DNA blk -1.4%, RGS4 inh 13.3%, LDHA inh 1.5, D2 agonist 0.1, GRP78 ERSR act -5.2% and Vif-APOBEC3F blk 2.4%.
`Cc1ccc(CS(=O)(=O)Cc2ccc(C(=O)NCCCN3CC(C)CC(C)C3)o2)cc1` (stereo not given) gave Vif-APOBEC3G blk 4.6%, ALOX12 inh 1.4%, ERG Ets-DNA blk -0.3%, RGS4 inh 12.3%, LDHA inh -3.5, D2 antagonist -0.6, D2 agonist 0.1, GRP78 ERSR act 2.5% and Vif-APOBEC3F blk 9.4%.
C[C@@H]1CN([C@@H](C)CO)S(=O)(=O)c2ccc(Br)cc2O[C@@H]1CN(C)C(=O)c1ccc(F)cc1 was read as Vif-APOBEC3G blk 2.5%, ALOX12 inh -16.6%, LDHA inh 0.7, GRP78 ERSR act -1.1% and Vif-APOBEC3F blk 0.5%.
Screening O=C(O)CC(C(=O)NCc1ccccc1)C1CCCO1 (stereo not given) returned Vif-APOBEC3G blk 0.1%, ALOX12 inh 0.0%, ERG Ets-DNA blk 8.1%, RGS4 inh -0.8%, LDHA inh 1.1, D2 antagonist 5.5, D2 agonist 0.7, GRP78 ERSR act 2.2% and Vif-APOBEC3F blk -9.9%.
Screening O=C(NNc1ccc(F)cc1F)C1CCC1 returned Vif-APOBEC3G blk -5.4%, ALOX12 inh 0.0%, ERG Ets-DNA blk 6.6%, RGS4 inh -21.3%, LDHA inh 2.3, D2 antagonist 26.0, D2 agonist -0.1, GRP78 ERSR act -1.7% and Vif-APOBEC3F blk 1.2%.
For COC(=O)CN1CCN(C(=O)c2ccco2)CC1 the results were Vif-APOBEC3G blk -0.2%, ALOX12 inh -18.6%, ERG Ets-DNA blk -7.6%, RGS4 inh -11.0%, LDHA inh -1.9, D2 antagonist -13.4, D2 agonist 1.0, GRP78 ERSR act -3.7% and Vif-APOBEC3F blk 9.0%.
For O=C(NN=Cc1ccc(OC(F)F)cc1)c1ccc(NS(=O)(=O)c2cccs2)cc1 the results were Vif-APOBEC3G blk -8.1%, ALOX12 inh 0.0%, ERG Ets-DNA blk 1.5%, RGS4 inh 19.9%, LDHA inh -2.8, GRP78 ERSR act 3.6% and Vif-APOBEC3F blk 2.0%.
`Cc1cc(NC(=O)c2ccc3c(c2)C(=O)N(C2CCCCC2)C3=O)no1` gave Vif-APOBEC3G blk 2.3%, ALOX12 inh 0.0%, ERG Ets-DNA blk -5.4%, RGS4 inh -2.1%, LDHA inh 2.4, D2 antagonist 55.5*, D2 agonist 0.5 and GRP78 ERSR act -7.5%.
COc1cccc(CNc2ccc(N3CCCCC3)cc2)c1OC was read as Vif-APOBEC3G blk -0.2%, ALOX12 inh -40.0%, ERG Ets-DNA blk 3.2%, RGS4 inh inconclusive, LDHA inh 19.7, D2 antagonist -7.0, D2 agonist -0.3, GRP78 ERSR act -1.8% and Vif-APOBEC3F blk 6.1%.
Cc1cccc(NC(=O)CCCN2C(=O)C3CC=CCC3C2=O)c1 (stereo not given) was read as Vif-APOBEC3G blk -7.8%, ALOX12 inh 6.7%, ERG Ets-DNA blk 1.5%, RGS4 inh 22.6%, LDHA inh -1.4, D2 antagonist -0.2, D2 agonist -0.4, GRP78 ERSR act -3.1% and Vif-APOBEC3F blk -6.1%.
Screening Cc1ccccc1C(=O)Nc1nnc(SC(C)C)s1 returned Vif-APOBEC3G blk -2.2%, ALOX12 inh -4.9%, ERG Ets-DNA blk 4.7%, RGS4 inh 6.4%, LDHA inh -11.7, D2 antagonist 29.0, D2 agonist 17.9, GRP78 ERSR act -0.7% and Vif-APOBEC3F blk 1.0%.
`COC(=O)C1CC(C(=O)OC)C2C(C(=O)OC)CC(C(=O)OC)C12` (stereo not given) gave Vif-APOBEC3G blk 0.4%, ALOX12 inh 2.2%, ERG Ets-DNA blk -2.0%, RGS4 inh 9.1%, LDHA inh -10.6, GRP78 ERSR act 1.1% and Vif-APOBEC3F blk -5.2%.
CCCc1nnc(SCC(=O)NC2CCCC2)n1CCOC was read as Vif-APOBEC3G blk 3.7%, ALOX12 inh -3.8%, ERG Ets-DNA blk 1.4%, RGS4 inh 7.4%, LDHA inh -8.4, D2 antagonist -0.9, D2 agonist -0.9, GRP78 ERSR act -2.4% and Vif-APOBEC3F blk -0.7%.
`COc1ccc(N=Cc2oc3ccc4ccccc4c3c2O)cc1` gave Vif-APOBEC3G blk 8.91µM*, ALOX12 inh -26.4%, ERG Ets-DNA blk -1.2%, RGS4 inh -52.8%, LDHA inh -4.0, D2 antagonist -8.6, D2 agonist 9.3, GRP78 ERSR act -1.8% and Vif-APOBEC3F blk 7.94µM*.
For O=C(c1cn(-c2ccccc2)nc1-c1ccncc1)n1nnc2ccccc21 the results were Vif-APOBEC3G blk -1.1%, ALOX12 inh -14.5%, ERG Ets-DNA blk -5.9%, RGS4 inh -47.4%, LDHA inh 0.7 and GRP78 ERSR act -1.0%.
`O=C(CCCn1c(=S)[nH]c2ccc(Br)cc2c1=O)NCc1ccccn1` gave Vif-APOBEC3G blk -5.3%, ALOX12 inh -5.0%, ERG Ets-DNA blk -0.8%, RGS4 inh -34.2%, LDHA inh -1.2, D2 antagonist 2.9, D2 agonist -1.3, GRP78 ERSR act 0.0% and Vif-APOBEC3F blk 5.8%.

Assay outcomes: PubChem, National Center for Advancing Translational Sciences (NCATS)
